# Screening results (PubChem BioAssay)
# FXIa inh – blocks human coagulation factor XIa protease activity. AID 798. purified FXIa, Boc-Glu-Ala-Arg-AMC fluorogenic substrate. 220,000 compounds, 0.14% hits. inhibition, % at 5 µM. P03951;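 active = inhibition of at least 40%; inactive = inhibition below 40%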;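 also: fluorescence of freed AMC excited at 355 nm; 0% = enzyme without compound and 100% = no enzyme blank; many of its hits are not listed in these tables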
# Calpain2 inh – inhibitors of pig calpain II; purified calpain II, fluorogenic peptide substrate, 30 min; inhibition, % at 16 µM; 220,000 compounds, 0.37% hits; AID 1236;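 active = inhibition above about 50%, limit read from the data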
# KCC2 mod – modulates chloride dependent transport by human KCC2; B-score of Tl+ flux slope (higher = more flux/activation; lower = inhibition) at 10 µM; 190,000 compounds, 2.2% hits; KCC2 cells, thallium flux FluoZin-2 fluorescence; Q9H2X9; AID 1456;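 active = thallium flux slope and its plate-corrected score both differing from the plate sample mean at a set confidence after two filtering rounds, in either direction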;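 also: slope of fluorescence scaled to starting intensity during 10 to 20 s after thallium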
# Target sequence (Q9H2X9 whole entry, looked up): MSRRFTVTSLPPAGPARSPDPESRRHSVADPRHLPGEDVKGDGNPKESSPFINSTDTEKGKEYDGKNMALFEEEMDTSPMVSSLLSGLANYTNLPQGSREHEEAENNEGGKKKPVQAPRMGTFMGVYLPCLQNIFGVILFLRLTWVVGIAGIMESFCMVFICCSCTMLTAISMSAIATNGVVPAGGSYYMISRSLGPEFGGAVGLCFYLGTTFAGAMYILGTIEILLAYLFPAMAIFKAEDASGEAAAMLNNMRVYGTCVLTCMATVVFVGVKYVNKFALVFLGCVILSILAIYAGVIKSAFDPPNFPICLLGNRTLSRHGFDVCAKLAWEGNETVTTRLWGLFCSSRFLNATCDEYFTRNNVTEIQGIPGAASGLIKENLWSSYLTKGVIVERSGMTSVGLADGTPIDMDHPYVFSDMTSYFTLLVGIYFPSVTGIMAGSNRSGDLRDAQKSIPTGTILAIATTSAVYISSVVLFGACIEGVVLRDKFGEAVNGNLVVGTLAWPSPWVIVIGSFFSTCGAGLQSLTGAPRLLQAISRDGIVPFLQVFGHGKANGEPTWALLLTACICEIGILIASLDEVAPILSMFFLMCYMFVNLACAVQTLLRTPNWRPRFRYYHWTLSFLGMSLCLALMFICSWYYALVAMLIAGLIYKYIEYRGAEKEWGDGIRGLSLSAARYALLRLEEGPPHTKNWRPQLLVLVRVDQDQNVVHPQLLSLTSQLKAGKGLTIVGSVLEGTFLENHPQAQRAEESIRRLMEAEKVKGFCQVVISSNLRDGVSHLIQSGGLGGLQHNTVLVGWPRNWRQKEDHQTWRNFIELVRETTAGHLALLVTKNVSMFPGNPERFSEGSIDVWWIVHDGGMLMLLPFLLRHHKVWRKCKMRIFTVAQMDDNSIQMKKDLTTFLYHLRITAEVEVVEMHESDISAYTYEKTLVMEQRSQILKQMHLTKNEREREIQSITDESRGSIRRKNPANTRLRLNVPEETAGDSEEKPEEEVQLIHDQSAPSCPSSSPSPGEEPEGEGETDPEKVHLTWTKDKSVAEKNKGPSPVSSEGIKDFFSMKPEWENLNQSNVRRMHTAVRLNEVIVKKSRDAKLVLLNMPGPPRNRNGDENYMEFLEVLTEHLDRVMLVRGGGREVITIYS
# Thrombin inh – blocks human thrombin protease activity; P00734; alpha-thrombin, Boc-VPR-AMC fluorogenic substrate cleavage; inhibition, % at 5 µM; 220,000 compounds, 0.26% hits; AID 1046;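 active = inhibition at or above 40%; inactive = inhibition below 40%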;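 also: 0% = enzyme with no compound and 100% = wells without enzyme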
#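 Material: human alpha-thrombin enzyme / Medium: pH 7.5 Tris (50 mM) with NaCl 150 mM, Tween 20 0.05% / Compound: single-point dosing at 5 µM, 0.2% DMSO / Incubation: enzyme reaction carried out at room temperature / Detection: AMC fluorescence, 355/460 nm / Read-out basis: percent inhibition scaled between no-compound controls and no-enzyme blanks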
# FXIIa inh – inhibitors of human coagulation factor XIIa; purified FXIIa, Boc-QGR-AMC fluorogenic substrate, 2 h; inhibition, % at 5 µM; 220,000 compounds, 0.3% hits; in the data active = inhibition above about 40%;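 also: 0% = enzyme with no compound and 100% = blank without enzyme; many of its hits are not listed in these tables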
# Rad51 HR inh – blocks human Rad51 in homologous recombination. hRad51 DNA strand exchange, fluorescence dequenching. inhibition, % at 10 µM. 200,000 compounds, 0.085% hits. AID 1385;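 active = inhibition above 40% at the single screening dose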;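 also: 0% = DMSO control wells and 100% = blanks with heterologous ssDNA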
#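 Material: human Rad51–ssDNA filaments; Probe or stimulus: labelled 47-mer dsDNA for strand exchange; Doses: single 10 µM dose; Incubation: 37 °C 15-min filament assembly, 30-min compound preincubation, 15-min exchange; Technique: FRET fluorescence dequenching, excitation 485 nm, emission 520 nm; Measure: Fluorescence-based percent inhibition, control- and blank-normalised; Benchmarks: plate control and blank wells.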
# hK5 inh – blocks human kallikrein 5 protease activity | 210,000 compounds, 0.59% hits | inhibition, % at 5 µM | Q9Y337 | recombinant hK5, fluorogenic AMC substrate cleavage;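 active = inhibition of 40% or more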;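 also: 0% = enzyme controls without compound and 100% = no-enzyme blanks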
# PERK inh – inhibitors of human PERK kinase; AID 1416; 220,000 compounds, 0.17% hits; Q9NZJ5; inhibition, % at 5.6 µM; CHO PERK-DD fusion, SEAP luminescence translation reporter;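 active = inhibition above the mean inhibition of all tested compounds plus 3 SD, set separately per screening campaign, cut at about 2.9% in these data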;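 also: PERK kinase domain activated by AP20187 dimerizer at 100 nM; 0% = DMSO with dimerizer and 100% = rapamycin at 8.4 µM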
# Furin inhibitor – human furin inhibition | inhibition, % at 30 µM | P09958 | purified furin, fluorogenic substrate cleavage | 220,000 compounds, 0.061% hits | AID 463115; in the data active = inhibition above about 25%; also: inactives centre near -15
# An asterisk follows results filed as active; i = inactive; nt = no result given; [ ] = another dose, or the depositor's remark. This is a subset; the hit share may differ from the screen's.
SMILES,FXIa inh,Calpain2 inh,KCC2 mod,Thrombin inh,FXIIa inh,Rad51 HR inh,hK5 inh,PERK inh,Furin inhibitor
CCOc1ccc(N(C(=O)Cn2nnc3ccccc32)C(C(=O)NC(C)(C)CC)c2cccn2C)cc1 (stereo unspecified),9,-13,-0.3,4,17,-5,2,-0.8,12[20 µM]
CCCNC(=O)COC(=O)/C(C#N)=C/c1cc(C)n(CCC)c1C,29,-34,-0.31,2,9,3,29,0.2,-8
Cc1ccc2cc(C)c(SCC(=O)NCc3ccco3)nc2c1,-2,2,-1.8,0,2,nt,-4,-0.9,-14
CC(=O)[C@@H]1[C@@H](C(=O)c2ccc(C)cc2)[C@]2(C(=O)Nc3ccccc32)[C@H]2C=Cc3cc(F)ccc3N12,10,3,-0.02,-2,12,-19,0,-0.1,-6
CC(C)(CSc1nncn1N)NS(=O)(=O)c1ccc(Cl)cc1,1,-22,nt,-3,9,3,-2,-1.0,-20[20 µM]
O=C(O)CSc1nnc(CNc2ccccc2Cl)n1-c1ccccc1,3,-42,0.12,-9,2,-7,3,0.5,-10
COc1ccc(OC)c(NC(=O)c2cc(S(=O)(=O)NCc3ccco3)ccc2F)c1,2,-20,-0.88,-20,0,-3,3,-0.2,-18
COc1ccc(CN2C(=O)N(c3ccccc3)C(=O)C2CC(=O)Nc2ccccc2)cc1OC (stereo unspecified),2,-4,-0.44,-3,5,2,-2,-0.5,-14
O=C(c1ccc(NC(=S)Nc2ccc(Cl)c(Cl)c2)cc1)N1CCCC1,-6,-5,0.25,-16,3,-7,-7,0.7,-12
Cc1cc(Cl)ccc1NC(=S)N1CCOCC1,5,6,0.7,0,8,nt,-15,0.4,-23
CC(=O)Nc1ccccc1OCC(=O)NCCc1ccc(Cl)cc1Cl,16,-2,-0.47,-2,5,3,-7,0.4,-8
Cc1cc(N2CCN(C)CC2)n2nc(-c3ccc(Cl)cc3)nc2n1,2,-27,0.53,1,7,14,1,0.5,-23
CCOCCn1c(N2CCN(c3ccc(OC)cc3)CC2)nc2c1c(=O)[nH]c(=O)n2C,-2,-3,nt,-4,-2,-2,23,-0.5,-12
Cn1c(Cn2c(=O)sc3ccccc32)nnc1SCc1cccc(F)c1,-5,-3,-0.16,-4,-1,-2,-3,0.6,-28
CCN(CC)CCN1C(=O)c2ccccc2NC1c1ccc(N(C)C)cc1 (stereo unspecified),4,-13,nt,-1,4,10,-34,-2.2,-9[20 µM]
CCn1cc(C(=O)OC)c(=O)c2cc(S(=O)(=O)N(C)C3CCCCC3)ccc21,-3,6,-0.11,-12,10,0,5,0.0,-22
O=C(CSc1nc2ccccc2o1)c1cc2ccccc2oc1=O,6,-40,-0.072,81*,13,nt,30,-0.6,-9[20 µM]
CC(C)(C)c1ccc(C(=O)N2CCC(C(=O)NCC3CCCO3)CC2)cc1 (stereo unspecified),7,7,nt,1,17,-4,-1,0.4,-17[20 µM]
Cc1nn(Cc2ccccc2)c2c1C(c1ccco1)C(C#N)=C(N)O2 (stereo unspecified),0,-34,-0.039,10,-6,20,-27,1.2,-7
Cc1cc(C)c(C(=O)CSc2nnc(-c3ccccc3Br)o2)cc1C,5,18,nt,-4,4,nt,-17,0.9,-6[20 µM]
Cc1cc(C)nc(/N=C2\NC(=O)CC(C(=O)O)N2CCc2c[nH]c3ccccc23)n1 (stereo unspecified),-5,-27,-3.2,-7,3,-5,-7,1.0,-22
CCC[N+](CC#Cc1ccccc1)(CCC)CC(=O)OCC,3,-14,-0.072,-3,5,13,-14,1.1,-31
CSCC[C@H](NC(=O)NCCc1ccc(F)cc1)C(=O)O,6,-15,nt,5,15,3,-17,0.4,-17
Cc1ccc(CN(CC(=O)NC(C)(C)C)C(=O)CNC(=O)c2cccs2)cc1,-1,5,0.32,-8,3,3,15,0.6,-26
CCCc1cc(=O)oc2cc(C)cc(OCC(=O)O)c12,-5,i,-0.57,-1,5,-1,4,0.1,-15
# Additional results:
SMILES,FXIa inh,Calpain2 inh,KCC2 mod,Thrombin inh,FXIIa inh,Rad51 HR inh,hK5 inh,PERK inh,Furin inhibitor
Cc1ccc(CC(=O)Nc2ccncc2)cc1,-1,1,nt,-14,1,-1,2,0.4,-15
COc1ccc(S(=O)(=O)NCc2ccc(F)cc2)cc1OC,-7,23,-0.39,-3,-3,-4,-13,2.1,1
O=C(N/N=C\c1cn[nH]c1-c1ccccc1)c1ccc([N+](=O)[O-])cc1,3,10,0.04,4,16,1,-8,1.1,-6
COc1cc(O)c(C(CC(=O)N2CCCCC2)c2cc(OC)c(OC)c(OC)c2)c(OC)c1 (stereo unspecified),-3,-1,0.015,-5,3,10,7,nt,-1
CC(=NC1CCN(Cc2ccccc2)CC1)c1c(O)[nH]c(=O)[nH]c1=O,-13,-28,0.49,1,10,-7,-20,-1.2,-13
Cc1nc2ccccc2c(=O)n1NC(=O)Cc1ccc([N+](=O)[O-])cc1,-4,14,-0.18,-6,1,nt,nt,1.1,-15
CC(=O)/C(C(=N)N1CCN(Cc2ccccc2)CC1)=C(\C)O,1,-19,0.26,2,11,nt,-10,-0.3,-28
O=C(Nc1ccc2c(c1)OCO2)C1CCN(S(=O)(=O)c2cccc3cccnc23)CC1,9,15,nt,-2,16,2,-12,-0.6,-25
O=C(NCc1ccncc1)c1ccc(Cl)c(S(=O)(=O)N2CCOCC2)c1,3,19,-0.32,3,13,7,-7,1.9,-26
N#CC(c1ccc(Cl)cc1)N1CCOCC1 (stereo unspecified),5,7,0.73,-8,7,10,-7,0.9,-14
CCCCCCOC(=O)C[N+](C)(C)CCOC1CC2CCC1(C)C2(C)C (stereo unspecified),0,-27,nt,-3,18,7,-12,-0.3,-14[20 µM]
O=C(Nc1nnc(COc2ccc(Br)cc2)s1)c1ccco1,-1,-1,-1.3,-3,5,21,-1,0.7,-21
COc1ccc(N2CCN(c3nc(NCCc4ccc(OC)c(OC)c4)nc(OC)n3)CC2)cc1,-9,-39,-0.49,-4,9,2,-31,-0.9,-21[20 µM]
COc1nc(-c2ccccc2)ncc1S(=O)(=O)c1ccccc1,-3,29,0.31,3,8,3,-35,1.3,-17
Cc1cccn2cc(-c3ccc(Cl)cc3)nc12,0,7,-1.1,-5,11,nt,nt,0.1,-18
COC(=O)C1=C(N)c2c(F)cccc2C1(C#N)c1ccccc1 (stereo unspecified),7,-84,0.32,2,26,-2,-28,-1.1,-10[20 µM]
O=C(Nc1ccc(-c2csc(Nc3cccc(C(F)(F)F)c3)n2)cc1)c1ccccc1,4,-6,-1,3,8,-3,6,nt,-36
COc1cccc(C2CC(c3ccccc3OC)n3ncnc3N2)c1 (stereo unspecified),-6,19,0.59,-2,2,0,1,0.7,-21
OCC(C#CCN1CCCCC1)NCc1ccccc1 (stereo unspecified),7,-26,-0.29,3,12,8,-7,1.1,-20
COc1ccc(-c2nnc(SCC(=O)c3ccc[nH]3)o2)cc1,-1,-8,-0.99,-3,10,0,-1,0.6,-14[20 µM]
COc1ccc(/C=C/C(=O)c2c(C)nc3ccccn23)cc1,-1,-2,-1.2,3,14,-3,1,-0.6,8[20 µM]
CCOC(=O)C(NC(=O)c1ccccc1)=C1CCCCC1,-4,-23,nt,-3,7,9,-8,0.1,-5
Cn1nc(C(=O)Nc2nc(-c3ccc(F)cc3)cs2)ccc1=O,105*,9,-2,2,39,-18,61*,-0.3,-3
CCc1ccc(NC(=S)NCc2ccccc2)cc1,9,36,-0.34,-8,2,4,-8,0.9,-18
COc1ccc(S(=O)(=O)NC(C)C(=O)Nc2cccc([N+](=O)[O-])c2)cc1 (stereo unspecified),20,12,-0.087,16,22,nt,0,0.7,-16
# Next section
SMILES,FXIa inh,Calpain2 inh,KCC2 mod,Thrombin inh,FXIIa inh,Rad51 HR inh,hK5 inh,PERK inh,Furin inhibitor
CCN(CC)S(=O)(=O)c1ccc(NC2c3ccccc3C(=O)N2Cc2ccc3c(c2)OCO3)cc1 (stereo unspecified),-14,12,nt,34,-6,-3,22,0.0,-9
Cc1c(C(=O)c2ccc(N(C)C)cc2)c2ccccn2c1CCC#N,0,48,-1,-2,10,0,-1,0.8,-5
O=[N+]([O-])c1ccccc1-c1nc(-c2ccc(Br)o2)no1,8,11,-1.2,1,10,0,-20,0.7,0
Cn1c(SCC(=O)Nc2ccc3[nH]c(=O)[nH]c3c2)nnc1-c1ccc(F)cc1,1,-26,0.19,-2,9,5,0,1.6,-28
c1ccc2c(c1)OCCOCCOCCOCCOCCOc1ccccc1OCCOCCOCCO2,-1,-32,-1,-5,7,11,-15,-0.7,-16
Cc1cc(C(=O)N/N=C/c2ccc3c(c2)OCO3)c(C)n1-c1ccc(F)cc1,1,-46,-2,-2,6,2,3,-0.1,-2
CCCCn1c(O)c(N=Nc2ccccn2)c2ccccc21,9,30,11*,-6,6,1,-12,0.8,2
CN(C)CCN(C(=O)c1ccc(N2C(=O)CCC2=O)cc1)c1nc2cc3c(cc2s1)OCO3,-6,-26,-0.84,0,9,-6,-19,1.5,-21
Cc1nc(-c2cccc(S(=O)(=O)N3CCC(C)CC3)c2)cs1,2,4,-0.44,4,17,8,6,-0.6,-10[20 µM]
COc1cccc(C(=O)N2CCN(S(C)(=O)=O)CC2)c1,-6,15,nt,-1,11,-3,-21,-1.6,-2[20 µM]
Cc1ccc2sc(NNC(=O)c3ccc4c(c3)OCCO4)nc2c1C,4,-12,-1.3,-2,2,nt,-22,0.2,-2
COc1ccc(-n2nnc3c(=O)n(CC(=O)N4CCC(C)CC4)cnc32)cc1,-1,-6,-0.76,-11,6,2,-26,-0.6,-19
O=C(CN1C(=O)C2C3c4ccccc4C(c4ccccc43)C2C1=O)Nc1cccc(C(=O)O)c1 (stereo unspecified),5,-17,-0.011,-6,6,nt,-11,-0.2,-24
O=C(NC(NC(=S)Nc1ccc(Cl)cc1Cl)C(Cl)(Cl)Cl)c1cccc([N+](=O)[O-])c1 (stereo unspecified),6,-10,nt,-7,11,-3,-6,0.7,-25
COc1cc(C2C(C#N)=C(N)N(c3cccnc3)C3=C2C(=O)CC(C)(C)C3)ccc1O (stereo unspecified),3,-12,0.22,-2,16,-12,0,0.5,-6[20 µM]
Nc1nc(SC23CC4CC(CC(C4)C2)C3)ns1,0,-9,0.36,1,14,10,-1,2.3,-22
CCS(=O)(=O)N1CCC(C(=O)NCCCN2CCCCCC2)CC1,5,5,-0.018,6,13,0,0,1.5,-24
O=C(NC(=O)c1ccccc1)NC1(C(F)(F)F)OCCO1,-2,-15,nt,-12,17,1,-12,0.5,-8
COc1ccc(C2C(C(=O)N3CCN(c4ccccc4)CC3)c3ccccc3C(=O)N2C)cc1 (stereo unspecified),20,0,-0.048,4,18,-1,-21,-1.4,-25[20 µM]
COC(=O)c1cccc(NC(=O)CC2NCCNC2=O)c1 (stereo unspecified),1,-15,0.37,1,11,10,-3,1.1,-16

# Only hK5 inh, Furin inhibitor and KCC2 mod, for some of the entries so far:
compound	hK5 inh	Furin inhibitor	KCC2 mod
COc1cccc(C(=O)N2CCN(S(C)(=O)=O)CC2)c1	-21	-2[20 µM]	nt
Cc1ccc2sc(NNC(=O)c3ccc4c(c3)OCCO4)nc2c1C	-22	-2	-1.3
COc1ccc(-n2nnc3c(=O)n(CC(=O)N4CCC(C)CC4)cnc32)cc1	-26	-19	-0.76
